# RGS4 inhibitor: Inhibitors of Regulator of G Protein Signaling (RGS) 4: qHTS. Transcreener GDP fluorescence polarization, RGS4-accelerated GTP hydrolysis. Regulator of G-protein signaling 4 (Homo sapiens), P49798. Potency, µM (series often up to 114 µM), for the others: top-dose activity change, negative = inhibition, most hits filed as inhibitors. 390,000 compounds, 0.039% hits; further: on the % scale 0 is the no-effect control and ±100 the full control effect; nearly all actives have a fitted effect of over 75% in size; some results filed as inactive show a strong effect at the top dose
# Target sequence (P49798 whole entry, looked up): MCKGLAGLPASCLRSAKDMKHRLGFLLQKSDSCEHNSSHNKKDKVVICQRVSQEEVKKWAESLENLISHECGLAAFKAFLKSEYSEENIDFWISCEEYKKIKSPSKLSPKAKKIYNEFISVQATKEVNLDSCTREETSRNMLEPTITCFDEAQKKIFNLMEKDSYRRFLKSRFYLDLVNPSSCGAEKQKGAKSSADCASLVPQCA
#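 MLSMR compounds (23 nl, pin-transferred) preincubated 10 min at room temperature with a 500nM (2x) first reagent, then RGS4 at 900nM (2x) plus Transcreener GDP mix added; fluorescence polarization (620/688 nm) read before and after 90 min at 30 °C.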
# TrxR1 substrate: qHTS Assay for Substrates of Mammalian Selenoprotein Thioredoxin Reductase 1 (TrxR1): qHTS; Thioredoxin reductase 1, cytoplasmic (Rattus norvegicus), O89049; purified TrxR1 substrate turnover, NADPH consumption readout; Potency, µM (highest dose often 114 µM), for inactives: at the top dose activity change, negative = substrate turnover; 390,000 compounds, 0.01% hits; further: on the % scale 0 is the no-effect control and ±100 the full control effect; nearly all actives have a fitted effect of over 50% in size
#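 Rat TrxR1, dispensed at 90 nM, was prereduced with 400 uM NADPH (final) for 5 min at ~22 deg C, then incubated with compound 15 min before 400 uM selenite. A first-read NADPH fluorescence drop versus no-compound background flagged substrates.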
# Vif-APOBEC3G blk: qHTS for Inhibitors of Vif-A3G Interactions: qHTS; HeLa A3G-eYFP + Vif (tagged APOBEC3G with the HIV-1 protein that degrades it), YFP fluorescence, overnight; Potency, µM (doses to about 46.1 µM), inactives show top-dose activity, negative = active, most hits filed as inhibitors; 410,000 compounds, 0.076% hits; DNA dC->dU-editing enzyme APOBEC-3G (Homo sapiens), Q9HC16;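 further: on the % scale 0 is the no-effect control and ±100 the full control effect; nearly all actives have a fitted effect of over 60% in size; hits raise eYFP signal because A3G escapes Vif-driven loss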
#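 HeLa cells stably expressing Vif and C-terminally eYFP-tagged A3G, seeded overnight at 37 deg C, then exposed to compound by pintool overnight at 37 deg C. Rise in yellow fluorescence (Ex 488/Em 500-530, Acumen) marks blocked Vif-driven A3G degradation.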
# TrxR1 inh: qHTS Assay for Inhibitors of Mammalian Selenoprotein Thioredoxin Reductase 1 (TrxR1): qHTS. Thioredoxin reductase 1, cytoplasmic (Rattus norvegicus), O89049. recombinant rTrxR1, NADPH fluorescence consumption, selenite substrate. Potency, µM (series often up to 114 µM), inactives show at the highest dose activity change, negative = inhibition, actives largely listed as inhibitors. 390,000 compounds, 1% hits; further: on the % scale 0 is the no-effect control and ±100 the full control effect; nearly all actives have a fitted effect of over 65% in size
#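 Rat TrxR1 (90 nM in the dispensed reagent) was pre-reduced with 400 uM NADPH for 5 min at room temperature, then incubated with compound for 15 min. After 400 uM selenite was added, NADPH fluorescence (Ex 340/Em 450 nm) was followed for 8 min.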
# USP1 inh: Inhibitors of USP1/UAF1: Primary Screen; 390,000 compounds, 0.23% hits; Potency, µM (titrated, usually from 57.1 µM), for inactives: top-dose activity change, negative = inhibition, hits mostly inhibitors; recombinant USP1/UAF1, Ub-Rhodamine cleavage fluorescence; Ubiquitin carboxyl-terminal hydrolase 1 (Homo sapiens), O94782; further: on the % scale 0 is the no-effect control and ±100 the full control effect; nearly all actives have a fitted effect of over 60% in size; inactives centre near -12
#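 In this screen, compounds sit with the deubiquitinase complex (1nM) for 15 min at room temperature before Ub-Rho is added at 150nM final. Fluorescence rise is then followed for 6 reads every 60 seconds.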
# RXFP1 agonist: qHTS Assay for Agonists of the Relaxin Receptor RXFP1 | HEK293T-RXFP1 cAMP TR-FRET, 30 min; response scale: percent of porcine relaxin response, buffer zero | 370,000 compounds, 0.3% hits | Potency, µM (top dose mostly 57.5 µM), inactives show top-dose activation, hits mostly activators | Relaxin receptor 1 (Homo sapiens), Q9HBX9; further: on the % scale 0 is the no-effect control and ±100 the full control effect; nearly all actives have a fitted effect of over 60% in size; many of its hits are not listed in these tables
# Target sequence (Q9HBX9 whole entry, looked up): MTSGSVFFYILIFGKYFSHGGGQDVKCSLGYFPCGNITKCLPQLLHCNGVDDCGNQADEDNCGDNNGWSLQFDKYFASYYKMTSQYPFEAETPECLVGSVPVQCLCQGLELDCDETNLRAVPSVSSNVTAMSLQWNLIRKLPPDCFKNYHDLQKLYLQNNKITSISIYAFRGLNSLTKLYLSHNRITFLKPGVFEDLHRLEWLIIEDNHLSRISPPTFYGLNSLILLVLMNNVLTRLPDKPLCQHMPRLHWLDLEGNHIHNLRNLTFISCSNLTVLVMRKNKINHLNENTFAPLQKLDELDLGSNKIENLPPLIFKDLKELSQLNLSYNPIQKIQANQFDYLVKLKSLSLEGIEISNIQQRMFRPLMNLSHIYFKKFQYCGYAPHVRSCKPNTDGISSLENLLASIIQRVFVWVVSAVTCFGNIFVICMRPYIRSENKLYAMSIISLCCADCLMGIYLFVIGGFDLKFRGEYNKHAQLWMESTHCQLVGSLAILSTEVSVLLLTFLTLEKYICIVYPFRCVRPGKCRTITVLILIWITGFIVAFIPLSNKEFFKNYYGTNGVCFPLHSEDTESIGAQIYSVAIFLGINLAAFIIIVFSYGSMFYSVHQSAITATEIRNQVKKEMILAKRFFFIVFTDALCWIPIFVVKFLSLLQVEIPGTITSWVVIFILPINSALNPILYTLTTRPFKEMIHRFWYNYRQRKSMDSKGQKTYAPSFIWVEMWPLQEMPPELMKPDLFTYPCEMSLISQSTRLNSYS
#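 Agonist response is measured as cAMP accumulation in an RXFP1-transfected HEK293T line under PDE4 inhibition. Values are scaled between buffer-only and 29 nM porcine relaxin, and EC50s come from standard Hill equation fits.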
# ALOX12 inh: Primary qHTS assay for inhibitors of human arachidonate 12S-lipoxygenase (ALOX12): Round 2. AID 1671190, 2021. purified 12hLO, xylenol orange hydroperoxide absorbance. Potency, µM (top dose mostly 108 µM), inactives show top-dose activity change, negative = inhibition, actives largely listed as inhibitors. 580,000 compounds, 1.1% hits; further: on the % scale 0 is the no-effect control and ±100 the full control effect
#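 Hydroperoxide product was detected by ferrous iron/xylenol orange as the 573 to 405 nm absorbance ratio. Arachidonic acid at 40 uM (final) was turned over for 30 min at room temperature by 150 nM human 12hLO, pH 7.0 Hepes buffer, after 15 min compound preincubation.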
# mIDH1 inhibitor: qHTS for Inhibitors of mutant isocitrate dehydrogenase 1 (IDH1): qHTS | IDH1-R132H enzyme, NADPH consumption, diaphorase/resazurin fluorescence | AID 602179, 2012 | Isocitrate dehydrogenase [NADP] cytoplasmic (Homo sapiens), O75874 | Potency, µM (series often up to 76.6 µM), inactives show at the top dose activity change, negative = inhibition, most hits filed as inhibitors | 390,000 compounds, 0.093% hits; further: on the % scale 0 is the no-effect control and ±100 the full control effect; nearly all actives have a fitted effect of over 65% in size
#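 IDH1-R132H (0.5 ug/mL) preincubated 30 min with compound, then NADPH (0.016 mM) and alpha-KG (2 mM) added; 80 min at RT, pH 7.5. Remaining NADPH coupled via diaphorase/resazurin to fluorescence (540/590 nm); concentration-response curves normalized to no-enzyme control.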
# Vif-A3F inh: qHTS for Inhibitors of Vif-A3F Interactions: qHTS | HeLa A3F-eYFP + Vif (tagged APOBEC3F with the HIV-1 protein that degrades it), YFP fluorescence increase | Potency, µM (top dose mostly 46.1 µM), for inactives: at the highest dose activity, negative = active | 390,000 compounds, 0.2% hits; further: % of control where 0% means no effect; nearly all actives have a fitted effect of over 65% in size
#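 HeLa cells stably expressing Vif plus C-terminally eYFP-tagged A3F were seeded, incubated overnight at 37 deg C, dosed with compound, incubated overnight again at 37 deg C. Yellow fluorescence (Ex 488/Em 500-530) reported blocked Vif-mediated A3F-eYFP degradation.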
# The depositor's hits bear a star; i = inactive; u = inconclusive; x = not tested or not shown; [ ] = dose if it differs, or a comment. The call rests on the fitted dose curve; in most records, active means well fitted curve in the direction sought with a large enough effect; inconclusive means small, poorly fitted or top-dose-only effect, or another doubt; inactive means no such curve, though single readings can be large; an effect the other way counts as inactive or inconclusive. Potency means the concentration at half of the fitted maximal effect. Only part of the results is shown. The share of hits here may be higher or lower than overall.
SMILES,RGS4 inhibitor,TrxR1 substrate,Vif-APOBEC3G blk,TrxR1 inh,USP1 inh,RXFP1 agonist,ALOX12 inh,mIDH1 inhibitor,Vif-A3F inh
Cc1ccc(C2(C)NC(=O)N(CC(=O)Nc3ccc4[nH]c(=O)[nH]c4c3)C2=O)cc1 (stereo not drawn),-21%,-5%,0%,3%,-6%,-7.0%,-12%,3%,3%
Cc1cc(C)cc(OCC(O)CN2CCN(Cc3ccc4c(c3)OCO4)CC2)c1 (stereo not drawn),-16%,-10%,8%,-13%,-21%,-0.7%,u,1%,4%
Cc1c(CCOC(=O)C23CC4CC(CC(C)(C4)C2)C3)sc[n+]1Cc1ccccc1,-3%[56.9 µM],-6%,0%,3%,-3%,1.7%,7%,3%,-17%
O=C(NCc1ccccc1Cl)C1CCN(S(=O)(=O)c2ccc(N3CCCC3=O)cc2)CC1,-92%[56.9 µM],-10%[57.1 µM],6%,21%[57.1 µM],-11%,0.0%,10%,0%,5%
Cc1ccc(-n2ncc3c(NCCCn4ccnc4)ncnc32)cc1,-24%,21%[57.1 µM],-1%,12%[57.1 µM],-17%,5.1%,2%,-5%,-2%
CC(C)(C)c1ccc2c(c1)OC(C(=O)N/N=C\c1ccc(-c3cccc(C(=O)O)c3)o1)CO2 (stereo not drawn),-54%,6%,1%,-7%,-21%,3.9%,u,0%,-2%
O=[N+]([O-])c1ccc(C[n+]2cccc3ccccc32)cc1,-8%,10%[57.1 µM],-1%,22%[57.1 µM],-23%,-1.0%,u,3%,3%
CCOc1ccc(CC(=O)Nc2cc(=O)n(C)c(=O)n2C)cc1,-36%,-6%[57.1 µM],-3%,5%[57.1 µM],-15%,8.7%,0%,3%,7%
CCOC(=O)C1=C(C)Nc2ccccc2N=C1NC(=O)c1oc2ccccc2c1COC,4%,-22%,-8%,-4%,-7%,3.1%,u,2%,0%
CC1(C)Oc2ccc3ccc(=O)oc3c2/C(=C/O)C1=O,-1%,21%[57.1 µM],-3%,-17%[57.1 µM],4%,2.1%,u,-3%,3%
COc1ccc2cc3cc(C(=O)Nc4ccccc4C)oc3nc2c1,21%,69%[activator],4%,50%[activator],-9%,5.3%,u,2%,-6%
Cc1oc(-c2ccccc2)cc1C(N)=O,u,14%,-2%,-5%,-7%,0.9%,-7%,9%,0%
Cc1c(NC(=O)COC(=O)/C=C/c2cccc(Cl)c2)c(=O)n(-c2ccccc2)n1C,-8%,-5%,0%,11%,-18%,3.8%,-9%,-1%,5%
COc1cc(NC(=S)NN2CCN(C)CC2)cc(OC)c1OC,-12%,-8%,1%,-13%,-26%,2.0%,-11%,2%,9%
Cc1cccc2cc(CN(CCCO)C(=O)Nc3ccc(Cl)cc3)c(=O)[nH]c12,5%,-12%,-2%,-13%,-11%,0.6%,2%,6%,x
COc1ccc(CCNC(=O)c2cc3c(=O)n(C)c4ccccc4c3n2C)c(OC)c1,1%,2%,-4%,8%,-3%,0.0%,-19%,-19%,-12%
CC(=O)N1c2ccc(S(=O)(=O)N3CCCC(C(=O)NCc4ccccc4Cl)C3)cc2CC1C (stereo not drawn),8%,4%,0%,31%,-27%,1.0%,10%,0%,1%
CCCOc1ccc(OCCSc2ncccn2)cc1,-13%,-5%,1%,7%,-9%,1.7%,0%,9%,-4%
CCOc1ccccc1CN1CCN(CC2=Cc3cc(OC)ccc3OC2)CC1CCO (stereo not drawn),-6%,-4%,4%,6%,-21%,-2.2%,8%,6%,-19%
COC(=O)c1ccccc1NC(=O)CCCn1nc([N+](=O)[O-])c(Br)c1C,17%,-5%,-1%,3%,2%,-0.2%,-11%,1%,3%
C=CCNC(=O)CCCCCNS(=O)(=O)c1ccc(OC)cc1,-8%,5%,0%,14%,-9%,1.6%,6%,-2%,-2%
COC(=O)c1c(-c2cccc(OC)c2)csc1N,-17%,8%[57.1 µM],-9%,13%[57.1 µM],-9%,-0.8%,u,-2%,2%
O=C(CCN1C(=O)C2C3CCC(C3)C2C1=O)Nc1cccc(Cl)c1 (stereo not drawn),0%,-3%,2%,-7%,2%,-3.7%,252%[activator],7%,0%
O=S(=O)(c1cccc(C(F)(F)F)c1)N1CCN(CC(O)COCc2ccccc2)CC1 (stereo not drawn),6%,-4%,1%,12%,-9%,x,u,5%,6%
CCCC1(c2ccccc2)NC(=O)N(CC(=O)N2CC(=O)Nc3ccccc32)C1=O (stereo not drawn),7%,4%,-5%,34%,-20%,0.2%,-13%,5%,7%
# Later entries.
SMILES,RGS4 inhibitor,TrxR1 substrate,Vif-APOBEC3G blk,TrxR1 inh,USP1 inh,RXFP1 agonist,ALOX12 inh,mIDH1 inhibitor,Vif-A3F inh
O=C(NC(Cc1ccccc1)C(=O)N1CCN(c2ccccc2O)CC1)c1ccccc1 (stereo not drawn),0%,1%[57.1 µM],0%,6%[57.1 µM],-21%,1.4%,-1%,0%,-1%
CCC(C)NC(=O)c1sc2nc(C)c(C(=O)Nc3ccc(C)cc3C)c(-c3ccc(Cl)cc3)c2c1N (stereo not drawn),6%,15%,-5%,23%,-10%,4.0%,-21%,-6%,-1%
Cc1cccc(C)c1OCC(=O)Nc1ccc2c(c1)C(=O)NC2=O,-25%,3%,-26%,4%,-20%,0.6%,237%[activator],0%,2%
Cc1ccc(NC(=O)CCC(=O)c2cccs2)nc1,-8%,-3%,-5%,u,0%,1.2%,u,19%,-26%
Cc1ccc(C)c(Nc2nn3c(=O)c4ccc(C(=O)NC5CCCCC5)cc4nc3s2)c1,1%,-1%,0%,22%,-8%,-0.4%,3%,-11%,0%
Cc1sc(NC(=O)C2CSC3(C)CCC(=O)N23)nc1-c1ccccc1 (stereo not drawn),-32%,0%,-4%,4%,-2%,0.1%,u,5%,5%
O=C(Nc1nc(-c2nc3ccccc3s2)cs1)C1COc2ccccc2O1 (stereo not drawn),-25%,6%,-14%,-13%,-14%,21%,2%,-3%,2%
Cc1cc(C(=O)NNC(=O)c2c(-c3c(Cl)cccc3Cl)noc2C)no1,-25%,5%,2%,7%,-13%,2.2%,5%,-6%,1%
O=C1NCC(COCc2ccccc2)O1 (stereo not drawn),-51%,10%[57.1 µM],0%,11%[57.1 µM],-12%,-0.3%,1%,1%,-9%
CN(C(=O)CS(=O)(=O)c1cn(CC(=O)N2CCCC2)c2ccccc12)c1ccccc1,30%,-7%,2%,u,-5%,x,i,-8%,3%
COCCn1c(C)cc2c(c1=O)C(c1ccco1)C(C#N)=C(N)O2 (stereo not drawn),-15%,41%[activator],0%,22%,4%,0.0%,0%,8%,-8%
CC(C)CN(C(=O)C1CCC1)c1c(N)n(Cc2ccccc2)c(=O)[nH]c1=O,16%,-1%,1%,3%,2%,x,0%,-6%,-3%
O=C(C1CC1)n1cc(C(=S)N2CCOCC2)c2ccccc21,-8%,2%,0%,5%,-18%,-1.0%,u,8%,-3%
COc1ccc(NC(=O)c2c(NCc3cccc(F)c3)sc3c2CCC3)c(OC)c1,-45%,-4%[57.1 µM],u,-13%[57.1 µM],u,1.1%,4%,-16%,0%
Cc1ccc(C(=O)O/N=C(\N)c2ccccn2)c(Cl)c1,8%,0%,-9%,7%,-7%,0.7%,24%,0%,1%
CC(C)/C=N/NC(=O)c1cc(Br)ccc1O,4%,7%,-2%,-9%,-4%,0.2%,0%,12%,-3%
CCc1ccc(S(=O)(=O)c2nnn3c2nc(NCc2ccccc2OC)c2cc(Cl)ccc23)cc1,12%,102%[activator],-4%,30%,-22%,1.0%,1%,-14%,-3%

# Record cards, from the list above.
# `O=C(CCN1C(=O)C2C3CCC(C3)C2C1=O)Nc1cccc(Cl)c1` (stereo not drawn) in the list: RGS4 inhibitor = 0%; TrxR1 substrate = -3%; Vif-APOBEC3G blk = 2%; TrxR1 inh = -7%; USP1 inh = 2%; RXFP1 agonist = -3.7%; ALOX12 inh = 252%[activator]; mIDH1 inhibitor = 7%; Vif-A3F inh = 0%
# `Cc1ccc(C2(C)NC(=O)N(CC(=O)Nc3ccc4[nH]c(=O)[nH]c4c3)C2=O)cc1` (stereo not drawn) in the list: RGS4 inhibitor = -21%; TrxR1 substrate = -5%; Vif-APOBEC3G blk = 0%; TrxR1 inh = 3%; USP1 inh = -6%; RXFP1 agonist = -7.0%; ALOX12 inh = -12%; mIDH1 inhibitor = 3%; Vif-A3F inh = 3%
